From PubChem BioAssay
LRH-1 inv ag: inverse agonists of human LRH-1 (NR5A2); HEK293T StAR-luciferase reporter, LRH-1 transfected, 24 h; inhibition, % at 3.6 µM; hit rate 0.13% among 360,000;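 active means inhibition above the mean inhibition of all tested compounds plus 3 SD, cut at about 73% in these data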;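 further: 0% = DMSO wells and 100% = reporter-only cells lacking LRH-1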
TROY signal inh: inhibitors of TROY-dependent NF-kB signaling. hit rate 0.98% among 360,000. inhibition, % at 10 µM. Q293 LMP1-TROYcd NF-kB luciferase reporter, 4 h;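 active means compounds whose plate-normalised and pattern-corrected inhibition of the luciferase reporter signal at the single screening dose is 50% or more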
SRC3 inh: human NCOA3 inhibition. HEK293 GAL4-SRC3 luciferase reporter, luminescence. hit rate 0.17% among 360,000. inhibition, % at 3.6 µM. AID 588352;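 active means inhibition above a per-campaign cutoff, the mean of all compounds plus 3 SD, cut at about 60% in these data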;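 further: 0% = DMSO-treated cells and 100% = gossypol-treated cells at 36 µM; higher means less SRC3-driven luciferase light from the GAL4 reporter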
NCOA2 inhibitor: human SRC2 (NCOA2) inhibition; inhibition, % at 9 µM; Q15596; HEK293 GAL4-SRC2 luciferase reporter, luminescence; AID 651957; hit rate 0.17% among 370,000;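 active means inhibition above the mean inhibition of all tested compounds plus 3 SD, set per campaign, cut at about 52% in these data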;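 further: 0% = DMSO treated cells and 100% = cells given Gossypol at 36 µM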
NOD2 RIPK2 PPI: blocks binding of human NOD2 to RIPK2; AID 624267; inhibition, % at 4.98 µM; hit rate 0.38% among 360,000; CHO BLA complementation NOD2-RIPK2, CCF4 ratio; O43353; in the data active means inhibition above about 21%;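 further: 0% = vehicle only and 100% = reference blocker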
Target sequence (O43353 whole entry, looked up): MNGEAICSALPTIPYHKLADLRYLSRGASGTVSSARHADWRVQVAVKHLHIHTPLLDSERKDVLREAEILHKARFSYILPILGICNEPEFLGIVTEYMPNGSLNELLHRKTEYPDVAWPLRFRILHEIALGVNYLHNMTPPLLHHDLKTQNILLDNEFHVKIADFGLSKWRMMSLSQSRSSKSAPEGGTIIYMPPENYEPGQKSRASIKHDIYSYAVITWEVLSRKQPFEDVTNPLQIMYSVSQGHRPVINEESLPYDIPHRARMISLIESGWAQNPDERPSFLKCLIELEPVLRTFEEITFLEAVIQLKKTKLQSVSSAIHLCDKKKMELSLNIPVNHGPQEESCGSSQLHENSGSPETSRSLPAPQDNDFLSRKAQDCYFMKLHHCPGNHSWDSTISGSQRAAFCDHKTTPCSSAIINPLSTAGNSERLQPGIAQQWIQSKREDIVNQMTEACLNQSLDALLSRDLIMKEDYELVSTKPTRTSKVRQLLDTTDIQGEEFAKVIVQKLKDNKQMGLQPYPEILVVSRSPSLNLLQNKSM
Granule exo inh: blocks lytic granule exocytosis | TALL-104 LAMP-1 surface exposure, flow cytometry; cells stimulated with thapsigargin and PMA | inhibition, % at 10 µM | hit rate 0.66% among 360,000;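 active means inhibition above about 55%, limit read from the data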
TLR9-MyD88 block: TLR9-MyD88 interaction inhibition; AID 504734; inhibition, % at 4.98 µM; CHO BLA complementation TLR9-MyD88, CCF4 FRET ratio; hit rate 0.21% among 340,000; Q9NR96+Q99836;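 active means inhibition above the mean over all tested compounds plus 3 SD, cut at about 21% in these data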;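 further: 0% = DMSO only wells and 100% = clavulanate BLA inhibitor control wells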
ABHD5-PLIN5 inh: inhibitors of human ABHD5-perilipin-5 interaction; Split G. princeps luciferase complementation, luminescence, 4 h; inhibition, % at 4 µM; hit rate 0.78% among 360,000;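 active means inhibition above the mean inhibition across every tested compound plus 3 SD, cut at about 22% in these data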;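 further: 0% = DMSO only wells and the 100% control is not disclosed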
TWEAK-Fn14 inh: blocks TWEAK-Fn14 interaction in a reporter cell assay | inhibition, % at 10 µM | hit rate 2% among 360,000 | AID 1159606 | TWEAK-stimulated Fn14 reporter cells, luciferase luminescence, 8 h; in the data active means inhibition above about 50%
NCOA1 inh: human NCOA1 inhibition; HEK293 GAL4-SRC1 luciferase reporter, luminescence; inhibition, % at 3.6 µM; Q15788; hit rate 0.12% among 360,000;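 active means inhibition above the campaign mean plus 3 SD, with each screening campaign given its own cutoff, cut at about 60% in these data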;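 further: 0% = DMSO treated cells and 100% = gossypol at 36 µM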
NR2F2 inh: blocks human COUP-TFII nuclear receptor; P24468; HEK293T NGFI-A luciferase reporter, luminescence; inhibition, % at 8.6 µM; hit rate 0.7% among 370,000;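 active means inhibition above a per-plate cutoff, mean inhibition of test wells between control levels plus 3 SD, cut at about 38% in these data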;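 further: cells cotransfected with COUP-TFII expression vector driving the NGFI-A reporter; 0% = median of COUP-TF2 test wells and 100% = reporter-only cells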
Starred values were filed as active, the others as inactive; . = not tested or not shown.

smiles	LRH-1 inv ag	TROY signal inh	SRC3 inh	NCOA2 inhibitor	NOD2 RIPK2 PPI	Granule exo inh	TLR9-MyD88 block	ABHD5-PLIN5 inh	TWEAK-Fn14 inh	NCOA1 inh	NR2F2 inh
O=c1cnc2cc([N+](=O)[O-])ccc2[nH]1	15	10	10	-14	-9	0	-1	-2	7	3	16
O=C(NCCc1ccccc1C(F)(F)F)C1CCC(=O)N(C2CC2)C1 (stereo not given)	11	4	-12	-30	-9	15	-11	1	11	-21	-32
CC(C)(C)OC(=O)N[C@@H](C(=O)OC(C)(C)C)c1ccc2ccccc2c1	-5	-6	26	-17	2	1	5	8	-13	-18	-10
COC(=O)c1ccc(NC(=O)c2cc3c(CO)cnc(C)c3oc2=Nc2cccc(C(N)=O)c2)cc1	4	-7	-17	5	-16	7	2	-4	-35	12	2
CC1CCCC(C)N1C(=O)c1ccc(S(=O)(=O)N2CCCC2)cc1 (stereo not given)	-5	-11	-1	9	-2	6	-5	1	8	-9	10
CCOC(=O)c1ccc(N2C(=O)CC(Nc3ccc(O)cc3)C2=O)cc1 (stereo not given)	-2	-9	6	-12	-3	0	-3	-5	-12	-25	-19
Cc1ccc(Nc2nc(Oc3ccc(=O)[nH]n3)nc(N(C)C)n2)cc1	1	6	18	13	-1	-4	-5	4	6	0	3
CCCCc1c(O)nc(SCC(=O)N2CCCCCC2)[nH]c1=O	13	-15	-8	-9	-5	-5	-2	-1	12	-14	-3
COc1ccc(C(CNC(=O)COc2ccccc2C)N2CCCC2)cc1 (stereo not given)	-6	-4	-3	-18	-5	7	6	1	-9	-31	-22
FC(F)Oc1ccc(/C=N/c2c(-c3ccc(OC(F)F)cc3)nc3n2CCS3)cc1	-3	-39	-1	-8	-9	6	2	-18	-19	-6	6
Cc1ccc(NC(=O)CSCC(=O)NC2=NCCS2)cc1	0	-5	-7	16	-7	3	4	-1	-1	2	1
COc1ccc([C@@H]2C[C@H]3[C@@H](CN2S(=O)(=O)c2ccccc2)C(=O)C[C@@H](c2ccccc2F)N3S(=O)(=O)c2ccc(C)cc2)cc1	2	7	12	15	-9	3	-9	7	6	1	-8
COC(=O)[C@]1(Cc2ccccc2)N[C@H](c2ccc(-c3ccc(Cl)c(Cl)c3)cc2)[C@@H]2C(=O)N(C)C(=O)[C@@H]21	-6	19	4	1	-6	-1	-11	-7	20	-13	8
CC(C)CCOC(=O)C[N+](C)(C)CCOC1CC2CCC1(C)C2(C)C (stereo not given)	35	44	16	11	-2	2	2	9	-4	-3	8
COc1cccc(/C=N/Nc2nc(Nc3ccc([N+](=O)[O-])cc3)nc(N3CCCC3)n2)c1O	-20	-2	14	-9	-14	2	.	9	45	4	8
CC1CCCN(C(=O)c2cc(-c3ccco3)nc3ccccc23)C1 (stereo not given)	-21	-5	-6	-15	-44	-3	2	14	20	-10	5
O=c1c2ccccc2nc2n1-c1ccccc1CCC2	2	-15	-3	-27	0	0	1	3	10	-24	-6
Cc1cccc(NC(=O)CSc2nnc(NC(=O)c3ccco3)s2)c1	-20	-59	5	-19	0	-10	-8	2	-18	-21	-2
CCOc1cc(CN2CCCC(N3CCc4ccccc4C3)C2)ccc1O (stereo not given)	-9	-3	6	3	0	23	-6	-3	-11	12	-5
Nc1ccc2nc(-c3ccc(N)c(Cl)c3)[nH]c2c1	-83	-67	-62	-35	-8	-1	-12	5	28	-61	-23
CC(OC(=O)c1nsc(Cl)c1Cl)C(=O)NCc1ccc2c(c1)OCO2 (stereo not given)	-11	0	8	8	-5	2	-12	-2	-6	-3	9
O=C(/C=C\NCC(=O)c1ccccc1)c1ccc2ccccc2c1	-27	-37	-19	-26	-10	-2	-11	6	4	-15	-7
COc1ccccc1C(=O)NCCC(=O)Nc1ccc(S(=O)(=O)Nc2ncccn2)cc1	9	-35	5	14	1	1	-3	10	8	-2	9
O=C(Cn1c(C(F)(F)F)nc2ccccc21)c1ccc(Cl)cc1	8	18	18	3	8	0	-3	-2	-6	2	-5
CCCN(Cc1ccccc1)C(=S)Nc1cccc(C)c1C	-4	0	-17	-6	-13	-4	6	2	-9	-3	-3
COc1cccc(CNC(=O)CCNC(=O)N2CC(=O)Nc3ccccc32)c1	11	10	-3	6	0	18	-1	4	-1	5	13
Nc1[nH]c(C(=O)c2ccccc2)c(-c2ccc(C(F)(F)F)cc2)c1C(=O)NCc1ccc(Cl)cc1Cl	-14	4	.	7	5	5	.	-5	12	.	-13
COCC(C)N1CCC(n2nccc2NC(=O)CCOc2ccccc2)CC1 (stereo not given)	9	16	0	6	3	-3	3	-8	-1	-64	-1
Clc1ccc(C2=CC(c3ccco3)n3ncnc3N2)cc1 (stereo not given)	14	-3	6	-1	16	-4	15	6	-8	1	17
Cc1coc(C)c1C(=O)CC1(O)C(=O)Nc2cc(Cl)cc(Cl)c21 (stereo not given)	-16	9	-17	-5	-6	0	-2	7	6	-11	4
CN(C)S(=O)(=O)c1ccc(-c2csc(N/N=C/c3ccco3)n2)cc1	1	71*	73*	30	-15	102*	2	1	104*	59	20
COc1ccccc1CNC(=O)CN(C)Cc1ccc(SC)cc1	-21	12	-92	1	-1	6	1	7	-3	-4	16
COC(=O)Cn1cc(C(=O)C(C)(C)C)c2ccccc21	-5	-5	16	-7	-3	0	-3	1	5	-4	-4
Cc1c(NC(=O)CN2CCN(C(=O)c3ccco3)CC2)c(=O)n(-c2ccccc2)n1C	3	3	10	9	-1	1	-18	3	3	-5	15
O=C(CC1SC(=Nc2ccc(OC(F)F)cc2)N(CCN2CCOCC2)C1=O)Nc1ccccc1 (stereo not given)	16	-14	-1	1	-2	-1	-4	4	-21	-13	-7
COC(=O)c1ccc(COC(=O)c2ccc(CO)cc2)o1	-4	-12	2	0	1	1	11	0	-18	-2	-3
O=C(NCc1ccccn1)c1ccc(Cn2c(=S)[nH]c3ccc(Br)cc3c2=O)cc1	8	0	-3	-4	-4	-2	-1	-1	-12	1	-1
CC(=O)OC1CCC2(C)C(CCC3C2CC(=O)C2(C)C3CC(C(C(C)=O)C(C)=O)C2C(C)=O)C1 (stereo not given)	5	-20	3	-25	-7	-4	-1	-2	29	-1	9
COc1nc(-c2ccccc2)nc(-c2ccccc2)c1C	19	-9	29	2	10	-8	.	-6	2	-6	3
COCc1cc(=O)[nH]c2c1c(-c1ccccc1)nn2C	21	-33	16	-14	4	-1	4	1	-1	-15	9
CCSc1nnc(NC(=O)Cn2cnc3c2c(=O)n(C)c(=O)n3C)s1	6	-5	-13	8	-3	-3	5	-7	-25	-5	-8
C=C(C)C(=O)Nc1cccc(C2=NOC3(C2)C[C@@H](C(N)=O)N(C(=O)/C=C/C=C/C)C3)c1 (stereo not given in full)	14	-6	-27	2	9	17	-10	2	-2	-4	-26
O=C1Cc2cc(S(=O)(=O)Nc3ccccc3Cl)cc3c2N1CCC3	-14	3	4	-3	-13	-1	9	0	-7	-3	-15
Cc1nc(CNS(=O)(=O)c2ccc(F)cc2)cs1	-2	5	-11	-21	-9	-1	2	5	3	-18	-23
CCOC(=O)CCCNC(=O)COC(=O)c1ccc(O)cc1	-12	-25	9	-1	-4	-3	3	1	9	-16	-8
O=C(NCc1ccccc1)C(c1ccc(-c2ccccc2)cc1)n1c(=O)c(-c2ccco2)nc2ccccc21 (stereo not given)	4	.	.	1	-10	9	.	87*	.	.	14
O=C(O)c1ccc(N2CCCCCC2)c(N2C(=O)c3ccccc3C2=O)c1	3	.	-10	16	2	-2	-1	-2	5	-6	-17
CCCOC(=O)Oc1ccc2c(=O)c(Oc3cc(C)cc(C)c3)coc2c1	-2	6	22	-9	-10	10	-3	-2	14	-75	-7
CSc1nnc2c(n1)OC(c1ccccn1)N(C(C)=O)c1ccccc1-2 (stereo not given)	-7	26	5	14	-7	19	-15	-2	-5	4	1
CCOc1ccc(N2CC(C(=O)Nc3cccc(S(=O)(=O)N4CCCCC4)c3)CC2=O)cc1 (stereo not given)	16	4	2	-14	3	0	5	-1	10	-13	30
O=C(CSc1nncn1-c1ccccn1)Nc1cccc(Cl)c1	-11	-14	6	-2	-4	0	-9	3	-14	-8	20
Cc1ccc(-c2nn(C)c(=O)c3ccccc23)cc1CN1CCOCC1	9	3	2	-6	10	0	-6	-2	-7	-8	-11
CC(=O)Nc1cccc(C(=O)OCc2csc(CC(=O)Nc3ccccc3C)n2)c1	4	-5	9	5	-4	-2	-2	7	-12	13	10
Cn1c(=O)n(C)c2cc([N+](=O)[O-])c(N3CCN(S(C)(=O)=O)CC3)cc21	17	-6	26	-12	1	0	8	9	-9	0	-6
CCN1CCN(Cc2c(O)ccc3c(=O)c(-c4ccc(OC)c(OC)c4)c(C(F)(F)F)oc23)CC1	-1	0	4	-19	-10	-6	-8	-2	20	1	2
O=C(Nc1ccc(N2CCCCC2)c(Cl)c1)c1ccc2c(c1)OCCO2	-50	14	-7	-16	4	2	1	-2	23	-34	3

These rows are one share of the data. The share of hits here may be higher or lower than overall.
